From PubChem BioAssay
EBV LMP1 NFkB – reduces LMP1-driven NF-kappaB luciferase signal; 0.69% of 350,000 active; LMP1-induced NF-kappaB luciferase reporter cells, luminescence; inhibition, % at 12.5 µM; in the data active = inhibition above about 41%;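 also: 0% = neutral control wells and 100% = reference inhibitor control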
KKLEB cytotox – counter-screen for CF NF-kB inhibitors: cytotoxicity. KKLEB CF airway cells viability, ATPlite luminescence, overnight; stronger effect = lower value; cells stimulated with P. aeruginosa culture filtrate. activity change (cytotoxicity), % at 5 µM. 0.36% of 360,000 active;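 active = corrected activity change at or below -50% at 5 µM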
hiPSC survival – hiPSC single-cell survival enhancement; AID 602274; ATPlite luminescence; 100% = ROCK inhibitor wells, 0% = DMSO; 0.044% of 360,000 active; survival enhancement, % at 20 µM; in the data active = survival enhancement above about 18%;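 also: cells exposed to compounds for 16 hours before the ATP read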
TRAIL sens C8 – caspase-8 TRAIL sensitization. AID 624354. inhibition (viability loss, TRAIL sensitization), % at 10 µM. 1% of 360,000 active. NB7+C8 cells + TRAIL, ATPlite viability luminescence;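 active = compounds causing at least 50% loss of cell viability in the single-dose screen, relative to plate controls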
NR2E3 ag-1 – NR2E3 (human) agonism; 0.12% of 320,000 active; GST-NR2E3/biotin-RetCOR TR-FRET, 1536-well; Q9Y5X4; AID 2300; inhibition of corepressor binding, % at 4.78 µM;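 active = percent inhibition above the cutoff of mean plus 3 SD of all tested compounds, set per screening campaign, cut at about 20% in these data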;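 also: 0% = DMSO wells and 100% = biotin wells as full block of FRET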
Target sequence (Q9Y5X4 whole entry, looked up): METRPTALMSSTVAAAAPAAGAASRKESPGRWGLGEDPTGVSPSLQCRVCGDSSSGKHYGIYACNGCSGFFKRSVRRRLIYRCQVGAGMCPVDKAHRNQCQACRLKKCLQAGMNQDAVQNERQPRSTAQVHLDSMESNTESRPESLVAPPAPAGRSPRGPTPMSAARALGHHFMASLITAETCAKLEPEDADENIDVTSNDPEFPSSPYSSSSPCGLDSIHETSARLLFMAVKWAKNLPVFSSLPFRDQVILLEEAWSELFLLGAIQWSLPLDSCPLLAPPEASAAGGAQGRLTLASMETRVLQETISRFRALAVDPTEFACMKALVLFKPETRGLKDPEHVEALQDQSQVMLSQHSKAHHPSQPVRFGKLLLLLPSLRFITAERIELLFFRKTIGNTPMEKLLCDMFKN
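System: GST-tagged NR2E3 plus biotinylated RetCOR corepressor; Buffer or medium: pH 7.5 Tris-based buffer; Probe or stimulus: RetCOR corepressor, biotinylated, 7 nM; Doses: compound at 4.8 µM, single dose; Schedule: 5 h incubation at 4 °C; Technique: time-resolved FRET; Evaluation: percent inhibition of TR-FRET ratio; Replication: one well per compound, singlicate testing.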
Peg3 prom inh – inhibitors of Peg3 promoter | AID 588405 | HeLa PEG-Prom luciferase reporter, luminescence, overnight | inhibition, % at 20 µM | 1.7% of 360,000 active;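 active = inhibition of at least 50% at 20 µM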
Shn3 3UTR inh – reduces Shn3 3'UTR luciferase signal in osteoblasts; Clone20 osteoblast Shn3 3'UTR firefly luciferase, 24 h; inhibition, % at 12.5 µM; 0.52% of 360,000 active; AID 588674;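 active = mean inhibition of at least 75% with every replicate also reaching 75%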;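 also: 0% = median of neutral control wells and 100% = pilot-screen positive control compound; some compounds past the cut are filed as inactive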
CF NFkB inh – cystic fibrosis NF-kB activation inhibition; KKLEB NF-kB-GFP reporter, PAF-induced, GFP fluorescence overnight; inhibition, % at 5 µM; 0.86% of 360,000 active; AID 588850;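 active = at least 50% inhibition at 5 µM, scaled per plate between neutral and stimulator controls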;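 also: PAF is a Pseudomonas aeruginosa culture filtrate used as stimulus; plate controls were PAF-stimulated DMSO wells for no effect and unstimulated DMSO wells for full effect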
TRPM1 prom inh – reduces MITF-dependent TRPM1 promoter luciferase signal. inhibition, % at 12.5 µM. 0.83% of 330,000 active. AID 488899. SK-MEL-5 TRPM1 promoter luciferase, 24 h;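 active = mean inhibition across replicates of 60% or more, whatever share of single replicates reaches that level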; also: values of inactives mirror those of a sister screen read the other way
HIF-2a block – blocks HIF-2a reporter activity; 786-0 RCC cells HIF-2a reporter, luciferase luminescence, overnight; AID 624352; 0.72% of 360,000 active; inhibition, % at 18.8 µM;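 active = inhibition of the luminescence signal of 40% or more relative to plate controls, in a single-dose primary screen at 18.75 µM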
NR2E3 ag-2 – activates human NR2E3 receptor. CHO-S Gal4-NCOR/VP16-NR2E3 two-hybrid, luciferase. inhibition of corepressor binding, % at 3.98 µM. 0.35% of 360,000 active. AID 602229;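 active = inhibition above the mean of all tested compounds plus 3 SD, cut at about 70% in these data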;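 also: 0% = DMSO with NR2E3 transfected cells and 100% = cells lacking NR2E3 construct; higher means lower luciferase signal from less NR2E3 corepressor binding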
* = called active by the depositor; / = not tested or not shown. Some of the compounds tested; the hit share may differ from the screen's.

Results follow in this order: EBV LMP1 NFkB	KKLEB cytotox	hiPSC survival	TRAIL sens C8	NR2E3 ag-1	Peg3 prom inh	Shn3 3UTR inh	CF NFkB inh	TRPM1 prom inh	HIF-2a block	NR2E3 ag-2
1. CCc1ccccc1N(CC(=O)N/N=C/c1ccc(OC(=O)OC)c(OC)c1)S(C)(=O)=O
  7.3	2.2	1.3	1.9	2.8	14.5	-4.3	-7.1	2.1	23.2	-5.7
2. Cc1cccc(N2NC(=O)/C(=C/c3ccc(-c4ccc(Cl)c(C(=O)O)c4)o3)C2=O)c1
  2.3	-9.3	4.4	-7.2	/	1.5	-14.6	2.3	9.5	13.7	-25.7
3. Nc1nc(-c2ccc(S(=O)(=O)N3CCCCC3)cc2)cs1
  2.2	14.7	-0.4	4.5	1.5	16.4	13.7	-21.8	17.0	4.3	-1.4
4. Cc1c(-c2ccccc2)c(=O)oc2ccc(O)cc12
  -5.7	-4.4	-0.5	-7.8	2.7	-12.0	10.6	3.1	-3.4	-36.2	6.7
5. CC(C)(C)C(=O)Nc1ccccc1C(=O)NCc1ccco1
  -7.2	12.8	-2.1	-1.4	-0.4	9.3	-10.8	-18.2	-2.4	14.4	-4.2
6. Cc1ccn(-c2cc(O)c(-n3ccc(C)n3)cc2O)n1
  -5.6	12.4	1.8	6.3	0.8	-135.2	-83.3	-20.4	-41.9	-163.2	-15.6
7. CCOc1ccc(CNC(=O)CCC(=O)n2nc(C)c3ccccc32)cc1
  -0.4	0.8	-0.2	-4.5	-3.4	-11.3	6.0	14.3	0.7	15.4	-28.2
8. O=C(CNC(=O)c1ccc(F)cc1)c1ccc(Cl)cc1
  -11.9	-0.2	-0.6	-0.7	4.1	-292.3	-104.0	-13.3	-52.1	-249.5	-88.1
9. Cc1nonc1NC(=O)CSc1nc(CCC2CCCC2)nc2ccccc12
  -1.3	-28.7	0.3	9.7	4.3	22.3	-3.1	35.3	-8.5	26.3	2.3
10. CC(C)CNC(=O)c1ccccc1NC(=O)c1ccc(CSc2ccccc2)cc1
  0.8	-15.2	-0.9	1.7	-0.4	-14.1	-4.5	18.2	5.0	-7.1	-24.1
11. CC(C)N=C1CCCC1C(=S)SSC(=S)C1CCCC1=NC(C)C (stereo not given)
  24.4	1.5	1.4	-1.1	/	45.4	35.9	-76.1	/	-12.8	82.3*
12. O=C(O)C1CCCN1S(=O)(=O)c1ccc(Br)s1 (stereo not given) (tested in a mixture with another compound)
  -24.1	-8.6	4.4	4.3	-1.2	-5.5	-30.9	17.5	1.7	3.7	-23.6
13. CC1=NN(C(C)C)C(=O)C1
  9.0	0.4	0.2	-5.4	-1.3	7.2	-10.6	-14.4	2.7	5.6	-4.5
14. COc1cc(C(=O)N2CCN(c3ccccc3O)CC2)ccc1OCC(=O)N1CCOCC1
  5.1	0.9	-1.4	6.3	1.1	6.4	-1.5	16.5	12.4	7.6	-5.2
15. CCN(CC)C(=O)CCNS(=O)(=O)c1ccc(C)cc1
  2.8	-10.3	-2.5	-1.4	3.0	8.1	1.5	23.8	5.0	4.7	26.9
16. O=C(Nc1ccccc1)Nc1cccc2cccnc12
  12.3	8.5	-2.1	24.2	-3.9	-248.0	-70.6	-15.5	-41.6	-250.1	-125.6
17. CCN1CCN(C(=O)c2cc3c(s2)-c2c(C)cccc2OC3)CC1
  -35.2	-12.4	-0.6	11.9	2.9	-251.1	-68.7	13.3	-55.7	-274.8	-103.5
18. COc1ccccc1-c1coc2cc(OCC(=O)OCc3ccccc3)ccc2c1=O
  -2.4	12.8	-0.2	-7.7	1.5	20.9	2.3	-9.1	-2.7	19.4	-25.2
19. O=C(CCn1cnnn1)Nc1cccc(F)c1
  -2.2	8.2	0.8	-1.9	-2.3	15.8	7.0	-6.9	-5.5	16.3	-1.6
20. CCN(CC)S(=O)(=O)c1ccc2c(c1)N(CC(=O)N1CCC(C(N)=O)CC1)C(=O)CO2
  -0.8	-3.1	-0.5	-9.8	4.5	1.4	-12.4	18.0	6.9	11.6	-4.8
21. CC1CCCC/C1=N\NC(=S)NCCc1ccccc1 (stereo not given)
  -5.8	-4.4	-1.3	-4.6	-1.1	-65.0	-23.8	12.8	-17.1	-37.4	49.9
22. COc1ccc(C(=O)CSc2ccc(-c3ccccc3)nn2)cc1
  2.3	10.7	-1.3	-3.5	-2.8	-6.0	-12.9	5.6	-3.5	-14.9	8.0
23. CC1CCCCN1CC(=O)Nc1ccccc1Sc1ccccc1 (stereo not given)
  -6.8	0.8	4.5	7.3	-2.0	26.5	3.2	-4.9	-3.2	24.1	4.4
24. Cc1nonc1OCCNC(=O)C12CC3CC(CC(C3)C1)C2
  3.2	2.1	-2.9	-6.0	2.3	10.7	-12.7	3.6	-1.8	10.0	-15.4
25. O=C1C2CCCCC2C(=O)N1c1ccc(NC2CCCCC2)c([N+](=O)[O-])c1 (stereo not given)
  12.0	-5.3	-1.4	-13.3	1.5	9.0	-3.3	13.1	6.1	-6.0	-22.9
26. NCCNc1ccc([N+](=O)[O-])cc1
  0.5	8.4	-0.8	1.0	0.9	-4.2	-24.6	-14.4	2.8	13.1	-4.4
27. COc1cccc(NC(=O)COC(=O)c2ccccc2F)c1
  -1.5	5.0	-0.5	-1.5	-0.3	-11.3	-5.2	4.4	-3.7	1.3	-18.1
28. Cc1cnc(NC(=O)c2ccc(Cl)nc2)s1
  -18.9	6.7	-0.4	19.2	-0.3	-162.2	-68.8	-25.0	-50.2	-237.2	-137.6
29. O=C(COC(=O)/C=C/c1ccco1)Nc1ncc(C(F)(F)F)cc1Cl
  -3.8	0.0	-1.8	11.1	3.0	-4.4	0.2	-9.5	-2.7	3.4	3.8
30. COc1ccc(NS(=O)(=O)c2cc(NC(=O)c3ccc(=O)[nH]c3)ccc2C)cc1
  1.3	-16.8	2.3	8.2	-0.6	-7.5	-9.4	2.0	1.6	-27.6	-37.4
31. CCOC(=O)C1(Cc2cccc(OC)c2)CCN(Cc2cccn2-c2ccccn2)CC1
  0.6	-2.5	-1.4	-1.5	-3.0	10.6	58.8	12.8	1.4	13.2	-18.7
32. CCOc1ccc(CCNC(=O)CCC(=O)c2cccs2)cc1OCC
  -1.3	6.8	2.3	0.2	/	5.6	-9.7	-0.9	13.2	11.7	-25.7
33. Cc1ccc(Cl)cc1NC(=O)CC1NC2CCCCC2NC1=O (stereo not given)
  -6.5	-2.6	-0.1	-4.2	-0.7	14.3	-4.7	11.4	17.9	7.2	-0.2
34. Cc1ccc(NC(=O)C2CCN(C(=O)c3cccs3)CC2)c(C)c1
  -0.5	-1.5	0.6	7.3	1.4	14.3	14.4	11.2	13.7	-0.3	-13.3
35. CC1CCCC(C)N1C(=O)COC(=O)c1ccccc1C(=O)c1ccccc1 (stereo not given)
  -3.9	-10.5	5.8	-3.4	/	-6.1	11.3	23.4	/	4.5	-24.7
36. CCOc1ccc2nc(SCC(=O)NCc3ccc(OC)cc3)[nH]c2c1
  -11.5	4.8	0.2	3.4	/	14.6	8.1	-1.6	3.3	-17.1	-34.5
37. COc1ccc(C(Cl)=C(C=O)c2ccc(OC)c(OC)c2)cc1OC
  /	-4.9	-0.6	17.4	/	40.3	-4.2	5.4	/	8.4	11.8
38. O=C(Cc1ccccc1)NC1CCN(S(=O)(=O)c2cccc(F)c2)CC1
  3.1	5.8	1.2	-2.3	3.4	1.4	10.8	-8.5	4.5	2.0	3.0
39. CC1(C(=O)O)CCC(C(=O)NNC(=O)c2ccccc2O)C1(C)C (stereo not given)
  0.5	6.4	-0.4	17.7	-2.6	8.3	5.4	-27.6	-3.4	17.9	4.8
40. Cc1cc2c(SCC(=O)N3CCN(c4ccccc4)CC3)ncnc2s1
  0.2	-10.1	0.4	4.6	-5.9	13.2	-3.8	47.4	0.4	-10.6	-5.3
41. CN(C)S(=O)(=O)c1cccc(NC(=S)NC2CCCCC2)c1
  1.8	-4.3	-0.6	2.4	-0.6	5.1	-3.6	4.0	-1.7	-6.8	16.7
42. COc1cc(CNc2ncnc3c2ncn3[C@H]2CN(Cc3cccc(C(F)(F)F)c3)C[C@@H](COC(C)=O)O2)cc(OC)c1OC
  /	-6.8	4.6	12.8	/	2.2	-9.9	-25.1	/	10.9	-3.8
43. Cc1nnc(NC(=O)C2c3ccccc3Oc3ccccc32)s1
  -9.7	2.7	3.3	5.0	1.6	20.4	-10.2	1.4	1.7	17.3	21.5
44. COCC(=O)N1CCC(Oc2ccc(C(=O)N(C)C(C)c3ccon3)cc2)CC1 (stereo not given)
  2.7	10.6	-0.4	0.5	3.5	0.5	1.2	17.1	-8.0	-6.9	-7.0
45. COc1ccc(N2C(=O)c3ccccc3C2O)cc1 (stereo not given)
  -5.1	-3.3	-0.8	-4.5	-1.5	-52.4	2.8	7.4	-20.7	-80.9	-26.6
46. CCC1=NN(C(=O)Cc2ccc(OC)c(OC)c2)C(O)(C(F)(F)F)C1 (stereo not given)
  0.5	-18.5	0.6	-10.6	3.6	8.4	-7.9	4.3	2.9	11.3	-11.1
47. CN1CCN(c2ccc(NS(=O)(=O)c3ccc(Cl)cc3)cn2)CC1
  0.6	22.4	-2.7	10.2	2.4	5.0	-2.4	-5.0	0.4	13.8	5.6
48. Cc1csc(SCC(=O)Nc2nc(-c3ccccc3)cs2)n1
  -0.7	-0.5	2.9	1.3	0.6	-113.7	-29.8	9.4	8.3	-152.6	-30.2
